M4 antag: CHRM4 antagonism in calcium assay; AID 624125; inhibition, % at 3 µM; hit rate 0.73% among 360,000; CHO-hM4 cells, ACh EC80, Fluo-8 calcium fluorescence;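 active means inhibition above its plate's cutoff, the mean inhibition of sample wells plus 3 SD, cut at about 27% in these data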;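 further: 0% = acetylcholine EC80 with DMSO and 100% = DMSO without agonist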
Target sequence (P08173 whole entry, looked up): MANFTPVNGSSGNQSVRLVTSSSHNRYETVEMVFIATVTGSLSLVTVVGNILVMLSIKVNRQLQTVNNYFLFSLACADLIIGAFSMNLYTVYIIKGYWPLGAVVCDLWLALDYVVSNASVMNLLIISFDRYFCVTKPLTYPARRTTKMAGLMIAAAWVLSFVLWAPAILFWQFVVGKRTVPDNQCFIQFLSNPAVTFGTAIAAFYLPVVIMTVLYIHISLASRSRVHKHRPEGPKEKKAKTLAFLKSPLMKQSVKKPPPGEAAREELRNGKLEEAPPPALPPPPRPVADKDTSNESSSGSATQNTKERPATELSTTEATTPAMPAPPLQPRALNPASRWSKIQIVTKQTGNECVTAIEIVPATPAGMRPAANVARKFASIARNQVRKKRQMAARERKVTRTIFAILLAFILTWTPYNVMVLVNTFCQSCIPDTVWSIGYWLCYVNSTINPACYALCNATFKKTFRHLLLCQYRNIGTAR
M1 ag parental: M1 agonist counterscreen hit in parental CHO-K1 cells | Fluo-8 calcium fluorescence; scaled to maximal ATP response, vehicle zero | activation, % at 3 µM | hit rate 0.48% among 360,000; in the data active means activation above about 15%;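 further: untransfected CHO-K1 host cells lacking M1 receptor as counterscreen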
M1 PAM: positive allosteric modulators of human M1 muscarinic receptor. CHO-K1 hM1, Fluo-8 calcium fluorescence, ACh EC20; 0% = ACh EC20, 100% = maximal ACh. hit rate 0.088% among 360,000. activation, % at 3 µM. AID 588819. P11229; in the data active means activation above about 19%, passing the limit was not always enough
M1 ag: human M1 muscarinic receptor agonism | activation, % at 3 µM | AID 588814 | CHO-K1 hM1, Fluo-8 calcium fluorescence, agonist mode; 0% DMSO, 100% acetylcholine EC100 | hit rate 0.33% among 360,000 | P11229;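 active means activation above the run's mean compound activation plus 3 SD, cut at about 16% in these data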;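 further: peak over basal fluorescence ratio within a 140 s kinetic read after compound addition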
M1 antag: antagonists of human M1 muscarinic receptor; P11229; CHO-K1 hM1, Fluo-8 calcium fluorescence, ACh EC80 antagonist; inhibition, % at 3 µM; hit rate 1.3% among 360,000; AID 588852;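 active means percent inhibition above its own plate's cutoff, namely the mean of that plate's compound wells plus 3 SD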;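 further: peak over basal fluorescence ratio during 140 s after agonist addition; 0% = ACh EC80 plus DMSO and 100% = DMSO alone without agonist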
CHO-K1 Ca antag: M1 antagonist counterscreen hit in parental CHO-K1 cells; inhibition, % at 3 µM; hit rate 0.6% among 360,000; ATP-induced calcium, Fluo-8 fluorescence; AID 602250;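 active means inhibition above a per-plate cutoff, the plate's mean sample inhibition plus 3 SD, cut at about 24% in these data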;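 further: 0% = DMSO plus EC80 ATP and 100% = DMSO alone without ATP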
CHRM4 agonist: agonists of human muscarinic M4 receptor (CHRM4) | CHO-K1 hM4/Gqi5, Fluo-8 calcium fluorescence; vehicle 0%, full acetylcholine response 100% | activation, % at 3 µM | hit rate 0.14% among 360,000;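 active means activation above the run mean over all test wells plus 3 SD, cut at about 32% in these data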;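 further: peak over basal fluorescence ratio per well then scaled between controls; 0% = DMSO wells and 100% = acetylcholine at EC100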
OXTR potentiator: potentiators of human oxytocin receptor; P30559; CHO-OTR cells, Fluo-8 calcium fluorescence, potentiator mode; 0% = oxytocin EC15, 100% = EC100; activation, % at 3 µM; hit rate 0.061% among 320,000; AID 2445;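 active means activation above that plate's cutoff, the mean activation of tested compounds plus 3 SD, cut at about 6.6% in these data, passing the limit was not always enough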;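 further: 100% uses oxytocin at 75 nM as the full agonist control; some results filed as inactive read as strong as hits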
Target sequence (P30559 whole entry, looked up): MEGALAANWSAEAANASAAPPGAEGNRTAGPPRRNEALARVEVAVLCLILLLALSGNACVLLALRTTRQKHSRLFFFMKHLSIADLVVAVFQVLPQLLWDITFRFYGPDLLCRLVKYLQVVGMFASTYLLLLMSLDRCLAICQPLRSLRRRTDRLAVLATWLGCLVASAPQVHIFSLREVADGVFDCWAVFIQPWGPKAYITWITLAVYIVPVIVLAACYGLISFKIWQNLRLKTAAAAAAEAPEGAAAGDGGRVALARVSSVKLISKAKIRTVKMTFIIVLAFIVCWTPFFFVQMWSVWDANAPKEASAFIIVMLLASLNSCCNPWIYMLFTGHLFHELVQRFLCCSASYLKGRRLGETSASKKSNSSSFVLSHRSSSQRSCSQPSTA
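Assay system: CHO-OTR cells, human receptor / Also added: oxytocin at about EC15, sub-maximal agonist stimulus / Dosing: single dose, 3.0 µM nominal final compound concentration / Incubation: 6 min pre-incubation, 100 s read / Technique: Fluo-8 calcium dye fluorescence / Read-out: % activation vs EC15 and EC100 oxytocin / Benchmarks: EC15 oxytocin low, 75 nM oxytocin high / Replicates: singlicate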
CHO parental Ca: signal in parental CHO cells, OX1R antagonist counter-screen; inhibition, % at 5.6 µM; AID 463079; parental CHO-K1, ATP-induced calcium, Fluo-8 fluorescence; hit rate 0.63% among 330,000;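 active means inhibition above that plate's mean sample inhibition plus 3 SD, cut at about 26% in these data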;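 further: 0% = ATP-challenged DMSO wells and 100% = DMSO wells without ATP; some compounds past the cut are filed as inactive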
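material = parental CHO cells | also added = ATP as calcium-mobilizing challenge | dosing = single point at 5.6 µM | detection = intracellular calcium via Fluo-8 no-wash fluorescent dye | read-out = % inhibition | benchmarks = low control ATP plus DMSO, high control DMSO only | repeats = one well per compound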
Active calls of the source: *; / = no result given. Not a hit list; about 2.9% have a hit in one of these screens.

SMILES	M4 antag	M1 ag parental	M1 PAM	M1 ag	M1 antag	CHO-K1 Ca antag	CHRM4 agonist	OXTR potentiator	CHO parental Ca
CSc1ccc(OC2CCCCC2NS(=O)(=O)c2ccccc2)cc1 (stereo unspecified)	-2	0.0	-1	-9	-5	2	0	-5	-20
COc1cc2c(cc1OC)CN(C(=O)c1cc(S(=O)(=O)N3CCOCC3)c(Cl)cc1Cl)CC2	-9	6.5	0	0	-2	-12	11	-7	-23
CN(CCc1ccccc1)C(=O)c1ccc(NC(=O)Cc2ccc(NC(=O)C3CCCN(S(=O)(=O)c4cccc([N+](=O)[O-])c4)C3)cc2)cc1 (stereo unspecified)	-9	0.0	7	-2	-9	-3	2	/	/
COc1ccc(Nc2nc(NCCN3CCOCC3)nc(Nc3ccc(OC)cc3)n2)cc1	8	5.1	0	-5	0	-6	16	-12	-21
Cc1cc(OCC(=O)Nc2ccc(N3CCN(C)CC3)cc2)ccc1Cl	0	8.6	-15	-4	17	-9	9	-6	3
Nc1nc(-c2cc(O)ccc2[N+](=O)[O-])cc(-c2ccccc2)c1[N+](=O)[O-]	-3	0.8	22	-2	-23	-10	3	/	/
COc1ccc(-c2nc3ccccc3o2)cc1OC	7	-0.3	11	-3	-2	-3	-2	4	-8
CCCCc1cc(=O)oc2cc(OCc3cc(OC)c(OC)c(OC)c3)c(Cl)cc12	-4	0.8	13	-4	-10	-22	3	-5	-13
CN(C(=O)c1cccc(C(=O)N(C)c2ccccc2)c1)c1ccccc1	-12	1.1	8	-4	-7	-11	1	-5	-10
N/C(=N\OC(=O)CC1CCCCC1)c1ccccn1	-3	0.4	20	3	-16	-8	1	-5	-5

3 compounds already listed, sorted by the number in M4 antag, largest number first:
molecule,M4 antag,M1 PAM,M1 antag,CHRM4 agonist,OXTR potentiator
CSc1ccc(OC2CCCCC2NS(=O)(=O)c2ccccc2)cc1 (stereo unspecified),-2,-1,-5,0,-5
Nc1nc(-c2cc(O)ccc2[N+](=O)[O-])cc(-c2ccccc2)c1[N+](=O)[O-],-3,22,-23,3,/
COc1cc2c(cc1OC)CN(C(=O)c1cc(S(=O)(=O)N3CCOCC3)c(Cl)cc1Cl)CC2,-9,0,-2,11,-7

Remaining list, next part:
SMILES	M4 antag	M1 ag parental	M1 PAM	M1 ag	M1 antag	CHO-K1 Ca antag	CHRM4 agonist	OXTR potentiator	CHO parental Ca
COc1ccc(-c2nnc(SCc3nc4ccccc4s3)n2C(C)C)cc1	2	1.0	0	-4	-2	-2	2	-18	-21
Cc1cc(NC(=O)CCC(=O)N(CC(=O)NCC2CCCO2)c2ccccc2)no1 (stereo unspecified)	-7	0.5	19	1	-22	-8	-1	-7	1
CCCCOC(=O)C1CCCC(C(=O)OCCCC)N1 (stereo unspecified)	-8	1.8	1	-5	-7	2	0	-3	-13
Cc1ccccc1NC(=O)NC1(C(=O)N2CCOCC2)CCCCC1	5	0.7	-3	-2	5	-28	1	-10	-15
O=c1[nH]cc(S(=O)(=O)NCc2ccccc2)c(=O)[nH]1	5	0.1	-1	-2	-3	-8	1	-4	-6
CC1(C)Oc2ccc3ccc(=O)oc3c2[C@@H](O)[C@@H]1O	-19	0.2	1	-4	-7	-20	2	-4	-7
COc1ccc(-c2cn3c(C)c(C(=O)N4CCN(c5ccccc5)CC4)sc3n2)cc1	-5	0.1	1	-1	-3	0	1	/	/
O=c1[nH]c(O)c(/C=C2\C=Nc3ccccc32)[nH]1	9	4.6	-6	-3	12	1	15	/	/
Clc1cccc(Cl)c1CO/N=C/c1cccs1	3	1.1	-1	-3	0	-7	1	-12	-3
N#CC1=C(N)Oc2n[nH]c(-c3ccccc3)c2C1c1ccncc1 (stereo unspecified)	1	-0.1	9	-2	-14	-11	1	-9	5

Going on with the list:
SMILES	M4 antag	M1 ag parental	M1 PAM	M1 ag	M1 antag	CHO-K1 Ca antag	CHRM4 agonist	OXTR potentiator	CHO parental Ca
COc1ccc(N)c(C)c1	0	0.7	4	-6	-10	-11	2	/	/
Nc1ccc2nc(-c3ccccc3)[nH]c2c1	12	0.1	1	-3	13	-7	1	-21	-1
COc1cc(C(=O)N2CCN(S(=O)(=O)c3cc(C)ccc3C)CC2)ccc1OCC(=O)N1CCOCC1	-1	-0.3	9	-4	-7	19	1	/	/
CC1(C)C2CC[C@]3(C)C(CC=C4[C@@H]5C[C@@](C)(CO)CC[C@]5(C(=O)O)CC[C@]43C)[C@@]2(C)CC[C@@H]1O (stereo partly specified)	46*	0.2	-16	-11	14	0	3	-7	-1
O=C(COc1ccc(Br)cc1)Nc1cc(S(=O)(=O)N2CCCCC2)ccc1N1CCCCC1	6	1.2	8	-3	-2	-14	0	-6	-9
O=C(CCCOc1ccccc1)Nc1nncs1	-4	0.3	7	-2	-9	-5	0	-3	-1
CCCC1CCC(=NNS(=O)(=O)c2ccc(C)c([N+](=O)[O-])c2)CC1 (stereo unspecified)	-2	0.3	2	-4	-1	-4	1	-2	-1
CC(=O)c1nc(N2C(=O)C3CC=C(C)CC3C2=O)sc1C (stereo unspecified)	12	0.2	3	-5	-4	1	1	-5	-9
O=C1Cc2ccccc2C(=O)N1c1ccc(F)cc1Cl	-4	1.0	8	-3	-12	-18	1	-12	-17
CCOc1ccccc1NC(=S)NCCc1ccc(F)cc1	4	-0.3	-1	-2	9	-10	-1	-1	-15

New compounds follow.
SMILES	M4 antag	M1 ag parental	M1 PAM	M1 ag	M1 antag	CHO-K1 Ca antag	CHRM4 agonist	OXTR potentiator	CHO parental Ca
COc1ccccc1NC(=O)CN1CCOCC1	-2	0.3	15	0	-16	-15	1	-13	0
O=C(NC1C(=O)NNC1c1ccc(Cl)cc1)c1ccc(F)cc1 (stereo unspecified)	-5	1.3	13	-10	-8	-3	0	-2	-5
O=C(Cc1ccccc1)Nc1ccccc1C(=O)N1CCCCC1	-1	-0.1	6	-3	4	3	1	-3	-11
O=c1[nH]c(SCCc2ccccc2)nc2c1CCC2	7	0.4	17	-3	-19	1	0	/	/
Cc1ccc(-c2nn(-c3cc(N4CCNCC4)ccc3[N+](=O)[O-])c(=O)c3ccccc23)cc1	15	-0.4	-2	-8	-3	2	4	-3	-14
COC(=O)Nc1ccc(S(=O)(=O)N2CCC(C(=O)NCc3ccc4c(c3)OCO4)CC2)cc1	4	1.2	-3	-5	3	-4	4	1	-2
O=C(Nn1c(-c2ccncc2)nc2ccccc2c1=O)c1ccc([N+](=O)[O-])cc1Cl	-6	0.8	6	-2	-3	-9	0	-3	1
O=C(NCc1ccccn1)C(=O)NCC1OCCN1C(=O)c1ccc(Cl)cc1 (stereo unspecified)	3	0.2	2	0	-1	2	1	-13	-9
CC1(Cc2ccc(Cl)cc2)C(=O)Nc2c(Cl)ccc(Cl)c21 (stereo unspecified)	-9	-0.4	-5	-3	5	-15	-2	/	/
Cc1ccccc1SCc1noc(C(=O)NC(C)C)c1C(=O)O	7	0.2	-4	-2	10	-5	0	-10	-9

Additional results.
SMILES	M4 antag	M1 ag parental	M1 PAM	M1 ag	M1 antag	CHO-K1 Ca antag	CHRM4 agonist	OXTR potentiator	CHO parental Ca
O=C(c1cc(-c2ccc(Cl)cc2)on1)N1CCOCC1	8	4.6	3	-3	-4	-13	5	-2	-8
COC(C/C=C/C(=O)[C@@H](C)OCc1ccccc1)OC	2	0.0	7	-4	-2	-4	2	3	-6
Cn1nnnc1SCC(=O)Nc1ccc(C(=O)N2CCN(Cc3ccccc3F)CC2)cc1	-1	0.2	5	-5	-1	-10	3	1	-5
O=C1CSC(c2ccccc2)N1c1ccc(F)cc1F (stereo unspecified)	6	0.4	5	-7	-5	-11	0	-12	-7
CCN(CC)C(=O)Cn1c(=O)n(CCCCCC(=O)Nc2ccccc2)c(=O)c2sccc21	-8	0.3	0	-7	-8	-2	0	6	-2
CCOc1ccccc1OCC(=O)Nc1cccc(S(=O)(=O)N2CCCCCC2)c1	-5	1.6	10	4	-2	15	9	-8	-3
O=C(CCN1C(=O)C2C3CCC(C3)C2C1=O)OCC(=O)c1ccccc1 (stereo unspecified)	-13	1.2	-1	-1	12	8	2	/	/
O=C(CC(O)c1ccncc1)c1ccccc1O (stereo unspecified)	-3	0.3	0	-2	-8	-2	8	/	/
CCOC(=O)CN1C(=O)N[C@@H](c2cccc(C(F)(F)F)c2)[C@@H](C(=O)OC)[C@H]1C	-14	0.7	3	-4	3	-16	2	3	-11
C[C@H](NC(=O)c1ccccc1)C(=O)N1CCC2(CC1)NCCc1[nH]cnc12	-3	-0.2	7	-12	-9	20	0	0	8

More structures follow:
SMILES	M4 antag	M1 ag parental	M1 PAM	M1 ag	M1 antag	CHO-K1 Ca antag	CHRM4 agonist	OXTR potentiator	CHO parental Ca
CC(=O)c1ccn(S(=O)(=O)c2ccc(Cl)cc2)c1	-8	0.2	2	-4	-11	-24	0	-3	-6
CCOC(=O)C1CCN(C(=O)c2cn(CCOC)c(=O)c3c2c2ccccc2n3C)CC1	-6	3.0	1	-3	-2	-11	6	-5	-20
O=C(Nc1ccc(SC(F)F)cc1)C1=CC=CN2CCS(=O)(=O)N=C12	7	1.1	8	-3	-6	3	2	-6	-2
COc1ccc(-c2nc3ccccc3o2)cc1NC(=O)c1ccc(Br)o1	-12	0.6	7	-1	-8	-7	2	-11	-9
O=C(Nn1c(=O)[nH]c2ccsc2c1=O)c1ccccc1	7	0.9	15	-3	-16	-3	0	2	-10
CC(C)(C)[C@H]1COC(=O)[C@H](NC(=O)OCC2c3ccccc3-c3ccccc32)C/C=C\C[C@@H](CC(=O)N[C@H](CO)Cc2ccccc2)C(=O)N1	1	-0.5	7	-8	-19	-11	0	-2	-21
COc1ccc(C(=O)Nc2cccc(OC)c2)cc1	-6	0.1	13	-5	-13	-9	1	-6	-6
Cc1csc(C(C#N)C(=O)c2ccncc2)n1 (stereo unspecified)	7	0.0	-2	-3	5	13	-1	-12	-8
COc1ccc(C(=O)NC2CCN(C(=S)Nc3cccc(C)c3)CC2)cc1	-9	0.6	3	-4	-3	-21	1	-2	-1
O=C(Nc1ccc(F)cc1)c1cccnc1Oc1ccccc1	-4	-0.1	10	-4	-16	-9	2	-2	-13
